Screens from PubChem BioAssay.
OX1R antagonist: human HCRTR1 antagonism; 330,000 compounds, 0.43% hits; CHO/OX1R cells, Fluo-8 calcium fluorescence, orexin A; AID 434989; O43613; inhibition, % at 5 µM;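 active = inhibition above its plate's threshold, mean inhibition of all tested compounds on the plate plus 3 SD, cut at about 37% in these data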;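 also: 0% = orexin A challenge wells and 100% = SB-334867-A antagonist wells; not every result past the cut was called active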
Target sequence (O43613 whole entry, looked up): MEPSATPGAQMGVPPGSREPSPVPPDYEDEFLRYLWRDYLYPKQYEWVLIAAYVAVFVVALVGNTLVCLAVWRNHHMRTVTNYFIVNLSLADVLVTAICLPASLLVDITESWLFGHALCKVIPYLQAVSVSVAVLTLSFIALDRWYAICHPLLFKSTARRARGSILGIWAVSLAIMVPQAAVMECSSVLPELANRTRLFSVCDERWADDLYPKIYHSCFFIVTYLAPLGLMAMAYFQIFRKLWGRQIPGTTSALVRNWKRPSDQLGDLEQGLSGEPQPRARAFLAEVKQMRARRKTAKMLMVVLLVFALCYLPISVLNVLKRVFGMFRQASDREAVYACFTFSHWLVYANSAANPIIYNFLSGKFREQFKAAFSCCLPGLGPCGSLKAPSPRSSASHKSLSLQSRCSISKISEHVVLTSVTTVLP
CHT PAM: human CHT allosteric activation; CHT-expressing cells, membrane potential dye, choline EC20; stronger effect = higher value; LV-AA mutant CHT in HEK293 cells; B-score at 10 µM; Q9GZV3; 310,000 compounds, 0.49% hits; AID 488977;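 active = initial fluorescence not abnormally high and integrated response B-score, plate-corrected, over 3 SD above library mean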
Starred values were filed as active, the others as inactive; i = inactive; nt = not tested or not shown.

SMILES	OX1R antagonist	CHT PAM
COC(=O)c1cc(S(=O)(=O)NCC2CCN(Cc3cccc(F)c3)CC2)cn1C	-11	i
O=C(CSc1nnc(Cc2cc(=O)[nH]c(=O)[nH]2)n1-c1ccc(F)cc1)N1CCCCC1	-13	i
COc1ccc(CCNc2cc(C)nc3c(-c4ccc(Cl)cc4)c(C)nn23)cc1OC	-35	i
COC(=O)c1ccccc1NC(=O)COC(=O)c1ccc(C)c(NC(=O)c2ccco2)c1	-16	i
CCN1C(=O)[C@@H]2[C@@H](c3ccc(-c4ccc(Cl)c(Cl)c4)cc3)N3CCC[C@@]3(C(=O)OC)[C@@H]2C1=O	-9	nt
O=C(CN1C(=O)S/C(=C\c2ccc(F)cc2)C1=O)NC1C=CS(=O)(=O)C1 (configuration not stated)	-16	i
C/C(=N\NC(=O)c1ccc2c(c1)OCO2)c1ccc(C(=O)O)s1	-26	i
CCc1ccc2[nH]c3nc(N/N=C/c4ccc(O)cc4O)nnc3c2c1	-2	i
O=C(NNC(=S)Nc1ccccc1)c1cccnc1	-16	i
O=C(Cc1cccc([N+](=O)[O-])c1)Nc1cccc(C(=O)N2CCOCC2)c1	-1	nt
OCCOCCn1c(C2CCCN2c2nc(-c3ccc(F)cc3)cs2)nc2cc(Cl)c(Cl)cc21 (configuration not stated)	-7	i
COc1ccc(C(=O)N2CCOC2CNC(=O)C(=O)NCc2ccc(Cl)cc2)cc1 (configuration not stated)	-14	i
CC(C)OC(=O)CC1C(=O)NCCN1C(=O)COc1ccc(C(C)(C)C)cc1 (configuration not stated)	-19	i
Cc1ccc(NCC(=O)N=Nc2c(O)n(C)c3ccccc23)cc1	-4	i
CCN(CC)C(=O)CSc1nc2ccc(NC(=O)CSc3nccn3C)cc2s1	-30	i
CC(C)(C)NC(=O)C(c1cccs1)N(CC1CCCO1)C(=O)Cn1nnc(-c2cccs2)n1 (configuration not stated)	-31	i
C#CCNc1nc(C(C)C)nc2c1nnn2Cc1ccccc1F	-6	i
CCc1nc(SCC(=O)NCc2ccccc2)c2c(=O)n(C)c(=O)n(C)c2n1	-15	i
C=CCOc1ccc(/C=C2\N=C(C)OC2=O)cc1OC	-28	i
O=S(=O)(NCC(c1ccc2c(c1)OCO2)N1CCOCC1)c1ccc(Br)cc1 (configuration not stated)	-17	i
CC(C)c1cccc(C(C)C)c1NC(=O)COC(=O)C1=COCCO1	-15	i
N[C@H](CSCc1ccccc1)C(=O)Nc1ccc([N+](=O)[O-])cc1	-4	i
COc1ccc(C(=O)NCCC2=CCCCC2)cc1OC1CCN(C(C)C)CC1	-11	i
COc1cc(NC(=O)c2ccccn2)cc(OC)c1OC	-14	i
CCCCn1nc2cc(C(=O)NC[C@@H]3CCCO3)ccc2c1OCC	-15	i
COc1ccccc1NC(=O)CSc1nc(O)cc(=O)n1-c1ccccc1OC	0	i
CCCn1c(CN2CCCCC2C)nc2c1c(=O)n(C)c(=O)n2C (configuration not stated)	-8	i
COc1ccc2c(c1)C(NS(=O)(=O)OCC(Cl)(Cl)Cl)CCC2 (configuration not stated)	-26	i
O=C(O)c1cccc2c1/C(=N/O)c1ccccc1-2	-5	i
COC(=O)CN1C(=O)C2(OCCCO2)c2cc(Br)ccc21	-1	i
Cc1oc(-c2ccccc2Cl)nc1CS(=O)(=O)CC(=O)N1CCOCC1	-29	i
CCOC(=O)c1nnn2c1nc(N1CCOCC1)c1ccccc12	-6	i
CCOC(=O)N1CCN(C(=O)C2CCN(S(=O)(=O)c3ccc(OCC)cc3)CC2)CC1	-10	i
CCOC(=O)C1=C(C)NC(=O)NC1c1ccc(NC(C)=O)cc1 (configuration not stated)	14	i
CCOC(=O)C1=C(C)NC(=O)NC1c1ccc(Br)o1 (configuration not stated)	14	i
OC(COCc1cccs1)CN1CCN(c2cccc(C(F)(F)F)c2)CC1 (configuration not stated)	-18	i
O=S(=O)(c1ccc(Cl)cc1)N1CCN(Cc2cccnc2)CC1	-24	i
Cc1ccc(N2CC(C(=O)Nc3ccc(N(C)C)cc3)CC2=O)cc1C (configuration not stated)	-26	i
Cc1ccc(C)c(N2N=C(C(=O)Nc3ccccc3N3CCCC3)CCC2=O)c1	-53	i
COC(=O)c1nnn(-c2nonc2N)c1CSc1ccc(Cl)cc1	-17	i
N/C(=N\OC(=O)Nc1ccccc1)c1cccc(C(F)(F)F)c1	3	i
O=C(NCCc1c[nH]c2ccccc12)Nc1cccc2ccccc12	-2	i
Cc1ccc(Nc2cc(C)c3c(O)cccc3n2)cc1C	10	i
Cc1ccccc1NC(=O)C(=O)NCCc1ccccc1	-10	i
O=C(Nc1cccc(Cl)c1)C1COc2ccccc2O1 (configuration not stated)	-41	i
COCCN(CCOC)S(=O)(=O)c1ccc(C(=O)Nc2nc(C)c(C(C)=O)s2)cc1	-22	i
Cc1ccc(-c2csc3nc4c5ccccc5c(NCCCN(C)C)nn4c(=O)c23)cc1	-1	i
CCOC(=O)c1ccc(N2C(=O)CC(N3CCC(C(=O)OCC)CC3)C2=O)cc1 (configuration not stated)	-12	i
COCCCNC(=O)c1ccc2c3c(onc13)-c1ccccc1C2=O	-19	i
C=CCNc1nc(N)c([N+](=O)[O-])c(Nc2cccc(Cl)c2)n1	1	i

(cont.)
SMILES	OX1R antagonist	CHT PAM
O=C(CC1C(=O)NCCN1CC1CCCCC1)NCc1ccc(F)cc1 (configuration not stated)	-16	i
Cc1cc(C)c(S(=O)(=O)N2CCN(C(=O)N3CCCCC3)CC2)c(C)c1	-25	i
CCOC(=O)C(C(=O)Nc1nc2ccccc2s1)C1CCCCC1 (configuration not stated)	-19	i
Cc1ccc(S(=O)(=O)c2nc(Cc3ccccc3)oc2N2CCOCC2)cc1	-9	nt
Cc1ccc(NC(=O)C2C3C=CC4(O3)C2C(=O)N(CCCN2CCCCC2)C4C(=O)NC2CCCCC2)cc1C (configuration not stated)	-19	i
O=C(NCCc1ccccc1)Nc1ccc2c(c1)OCO2	-13	i
O=C1C2C3C=CC(C3)C2C(=O)N1CC1CCCO1 (configuration not stated)	-2	i
O=C(Cc1coc(-c2ccc(F)cc2)n1)Nc1ccccc1	-22	i
COC(=O)C1CCN(CC(=O)Nc2ccc(C(=O)Nc3ccccc3OC)cc2)CC1	-41	nt
COc1ccc(NC(=O)CN(C)C(=O)CNC(=O)C2CCCCC2)cc1	-7	i
COc1ccc(C(=O)N/C(=C\c2ccccc2)C(=O)NC(CC(C)C)C(=O)O)cc1 (configuration not stated)	14	i
CSCC[C@H](NS(=O)(=O)c1ccc(C)cc1)C(=O)N1CCC(C(=O)N[C@@H](C)C(=O)O)CC1	-15	i
O=C(CC1Oc2ccccc2NC1=O)NCc1ccccc1 (configuration not stated)	-6	i
Cc1nn(C)c(C(=O)NCc2ccc(Cl)cc2)c1Cl	24	i
O=C(COC(=O)c1ccc(NS(=O)(=O)c2ccc3c(c2)OCCO3)cc1)NC1CC1	0	i
CC1CCC2(CC1)NC(=O)N(CC(=O)NC1CCCCC1C)C2=O (configuration not stated)	1	nt
Nc1cc(N)nc(SCC(=O)Nc2ccc3c(c2)OCO3)n1	10	i
COc1ccccc1N1CCN(C(=O)c2noc(C)c2[N+](=O)[O-])CC1	-12	i
CC(=O)Nc1ccc(-c2csc(NC(=O)C3=COCCO3)n2)cc1	-16	i
Cc1cc(C)c2c(n1)SCC(=O)N2CC(=O)Nc1cccc(Cl)c1	-1	i
O[C@H]1COC2C1OC[C@@H]2O (some centres not stated)	13	i
CC(NS(=O)(=O)c1ccccc1)C(=O)Nc1nccs1 (configuration not stated)	-11	i
CCOC(=O)C(CCCCP(=O)(c1ccccc1)c1ccccc1)(NC(C)=O)C(=O)OCC	4	i
CC[N+](C)(CC)CCC/C(=N/O)C(O)(c1ccccc1)c1ccccc1	0	i
COc1cc(C(=O)OCC(=O)c2cc(C)n(CC3CCCO3)c2C)cc(OC)c1C (configuration not stated)	0	nt
COc1cc2c(=O)n(CC3CCCO3)c(=O)n(CC(=O)Nc3cccc(Cl)c3)c2cc1OC (configuration not stated)	-37	i
Cc1ccc(S(=O)(=O)N(C)CC(=O)Nc2ccccc2N2CCCC2)cc1	-32	nt
Cc1ccc(N(CC(=O)Nc2c(C)n(C)n(-c3ccccc3)c2=O)S(C)(=O)=O)c(C)c1	-25	i
Cc1ccnc(SCCn2c(N3CCN(Cc4ccccc4)CC3)nc3c2c(=O)[nH]c(=O)n3C)n1	-16	i
C=CCON1C(=O)C(=O)N(OCC=C)[C@H]2CCCC[C@H]21	-12	i
NC(=O)C1CCN(C(=O)c2ccccc2CCc2ccccc2)CC1	nt	i
CCCn1nc(C(=O)Nc2cccc(C(=O)OC)c2)c2ccccc2c1=O	-32	i
CC(C)(C)NC(=O)c1ccccc1NC(=O)c1ccc2c(c1)OCO2	-23	i
COc1cc(C(=O)NCc2ccco2)c(Br)c(OC)c1OC	-8	i
Cc1cc(C(=O)N2CCN(C(c3ccccc3)c3ccccc3)CC2)no1	-106	i
COC(=O)c1ccc(CNC(=O)CCC(=O)N2CCOCC2)cc1	-4	nt
CCc1ccc(NC(=O)C(=O)NCCOc2ccccc2Cl)cc1	-14	i
Cc1ccc2nc3c(cc(C(=O)NCc4ccco4)c(=N)n3Cc3ccco3)c(=O)n2c1	-26	i
CN(C)CCCNc1nc(-c2ccccc2)c2c(c1C#N)CC(C)(C)OC2	-25	i
NS(=O)(=O)c1ccc(NC(=O)COC(=O)c2ccc(S(=O)(=O)N3CCOCC3)cc2)cc1	-1	nt
COc1cc(C2CC(=O)Nc3c2c(=O)nc2c(C)cccn32)cc(OC)c1OC (configuration not stated)	6	i
CC(=O)c1ccc(N2CCN(C(=O)[C@H](C)NC(=O)c3ccccc3Cl)CC2)cc1	-10	i
COc1ccc(-c2onc(C)c2-c2ccc3c(c2)OCCO3)c(O)c1	6	i
CC(C)=NNC(=O)CN1C(=O)NC2NC(=O)NC21 (configuration not stated)	-5	i
O=C(C1CC(=O)N(c2ccc(F)cc2)C1)N1CCCCC1 (configuration not stated)	9	i
CC(C)c1ccccc1NC(=O)CNCCOc1ccccc1F	-20	i
CN(Cc1ccccc1)S(=O)(=O)c1ccc2[nH]c(=O)ccc2c1	-11	i
CC(C)C(NC(=O)c1ccco1)C(=O)OCc1cc([N+](=O)[O-])cc2c1OCOC2 (configuration not stated)	-24	i
Oc1ccc(-c2n[nH]c(C(F)(F)F)c2-c2ccccc2)c(O)c1	15	i
COc1cc(C(=O)N/N=C/c2cc([N+](=O)[O-])cs2)cc(OC)c1OC	-18	i

The results go on.
SMILES	OX1R antagonist	CHT PAM
O=C(c1cc([N+](=O)[O-])cc([N+](=O)[O-])c1)N1CCOCC1	-2	i
NC(=O)CSc1nnc(Cc2csc(Nc3ccccc3)n2)n1Cc1ccccc1	-24	i
CCOc1ccccc1C1NC(=O)CCC1[N+](=O)[O-] (configuration not stated)	-16	i
S=C(Nc1ccc(Oc2ccccc2)cc1)NC1CCCCC1	-7	i
CCn1nc(NC(=O)C(C)C)c2cc3ccc(C)cc3nc21	-11	i
Cc1ccc(CNC(=O)c2ccc(N3CCc4ccccc43)c([N+](=O)[O-])c2)cc1	-27	i
CN(CC(=O)Nc1nccs1)S(=O)(=O)c1ccc(F)cc1	-17	i
CC1(C)CC(=O)C/C(=N\NC(=O)CCc2ccc(S(=O)(=O)N3CCOCC3)cc2)C1	-11	i
Cc1ccc(C(=O)NCC(=O)N2CCCCCCC2)cc1C	-20	nt
Cc1ccc(C(=O)CSc2nc(C)cc(=O)[nH]2)cc1	2	i
CCN(CC)S(=O)(=O)c1cccc(C(=O)N2CC(O)CC2C(=O)O)c1 (configuration not stated)	-1	i
COc1cc(/C=N/NC(=S)Nc2cccc(C(=O)O)c2)cc(OC)c1OC	-6	i
O=C(C1=C[C@@H](C2CC2)C[C@@H](OCc2ccc(CO)cc2)O1)N1CCOCC1	-26	i
CS(=O)(=O)N1CCC(C(=O)Nc2ccc3c(c2)OCO3)CC1	-1	i
Cc1ccc(C2c3[nH]c4ccccc4c3C[C@H]3C(=O)N(c4ccccc4C(=O)NCCN4CCOCC4)C(=O)N23)cc1 (some centres not stated)	-12	i
CCOC(=O)c1cnc(C(C)(C)C)[nH]c1=O	-16	i
CN(C)c1nc(Nc2ccccc2)nc(Oc2ccc(=O)[nH]n2)n1	3	i
